RECQ1 helicase: RECQ1 (human) helicase inhibition; P46063; RECQ1 DNA unwinding, red fluorescence kinetic read; Potency, µM (titrated, usually from 57.3 µM), for inactives: at the top dose activity, negative = inhibition, hits mostly inhibitors; actives 0.54% (n = 240,000); AID 2549;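 also: plate controls were vehicle for no effect and no enzyme for full effect; nearly all actives have a fitted effect of over 30% in size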
Target sequence (P46063 whole entry, looked up): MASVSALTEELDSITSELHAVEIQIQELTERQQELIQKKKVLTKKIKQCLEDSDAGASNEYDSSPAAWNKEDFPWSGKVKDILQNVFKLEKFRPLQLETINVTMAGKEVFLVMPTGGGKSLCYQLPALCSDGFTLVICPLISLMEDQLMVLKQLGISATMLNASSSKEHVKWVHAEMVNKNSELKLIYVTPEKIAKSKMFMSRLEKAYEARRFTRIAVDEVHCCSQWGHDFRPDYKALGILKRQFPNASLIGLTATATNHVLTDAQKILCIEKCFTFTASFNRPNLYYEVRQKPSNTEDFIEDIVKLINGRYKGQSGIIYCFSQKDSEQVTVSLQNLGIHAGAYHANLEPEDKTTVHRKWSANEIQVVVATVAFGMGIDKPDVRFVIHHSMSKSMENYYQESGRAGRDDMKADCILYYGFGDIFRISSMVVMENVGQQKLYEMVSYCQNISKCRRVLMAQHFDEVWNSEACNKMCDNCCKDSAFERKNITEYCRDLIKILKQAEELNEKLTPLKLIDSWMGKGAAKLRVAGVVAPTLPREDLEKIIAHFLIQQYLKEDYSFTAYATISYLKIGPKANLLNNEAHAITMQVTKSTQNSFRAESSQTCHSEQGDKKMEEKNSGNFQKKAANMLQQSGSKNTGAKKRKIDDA
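50 nM RECQ1T1 preincubated 15 min with compound in Tris pH 8.0 buffer with MgCl2, DTT, Tween-20 and 2.5 ug/ml poly(dI-dC); started with 200 nM TAMRA/BHQ-2 forked duplex and 2 mM ATP. Unwinding read as fluorescence (525/598 nm), two reads 2 h apart.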
SMN2 splice enh: SMN2 splice variant enhancement; HEK293 SMN2-luciferase splicing reporter, luminescence, 30-36 h; Potency, µM (doses to about 46.1 µM), without a hit: at the top dose activity change, positive = activation, actives largely listed as activators; actives 2.8% (n = 210,000); AID 1458; also: % of control where 0% means no effect; nearly all actives have a fitted effect of over 55% in size
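HEK293 cells carry an SMN2 […]–luciferase reporter in which exon 7 inclusion puts luciferase in frame. Cells were plated 10-12 h before compound addition, then incubated 30-36 h at 37C. ONE-Glo luminescence was read; sodium butyrate at 4.5 mM final served as control.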
NPSR antag: neuropeptide S receptor (human) antagonism, cAMP. CHO-NPSR cells, cAMP TR-FRET, antagonist mode. Potency, µM (doses to about 38.3 µM), for the others: at the highest dose activity change, negative = inhibition, hits mostly inhibitors. Q6W5P4. actives 1% (n = 220,000); also: % is scaled to controls: 0 for no effect and ±100 for the full control effect; nearly all actives have a fitted effect of over 50% in size; many of its hits are not listed in these tables
Target sequence (Q6W5P4 whole entry, looked up): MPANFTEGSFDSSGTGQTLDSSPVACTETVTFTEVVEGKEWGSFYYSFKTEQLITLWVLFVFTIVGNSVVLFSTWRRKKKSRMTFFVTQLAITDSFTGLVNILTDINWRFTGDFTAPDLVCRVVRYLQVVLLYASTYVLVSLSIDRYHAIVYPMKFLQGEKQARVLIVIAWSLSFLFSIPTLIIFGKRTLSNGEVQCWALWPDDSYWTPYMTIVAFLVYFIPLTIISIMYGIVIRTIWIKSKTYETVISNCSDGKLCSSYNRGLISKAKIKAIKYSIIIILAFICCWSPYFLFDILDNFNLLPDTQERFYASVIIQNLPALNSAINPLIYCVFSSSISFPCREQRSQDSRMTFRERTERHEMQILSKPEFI
JMJD2E inh: blocks human JMJD2E demethylase activity. B2RXH2. actives 1.6% (n = 230,000). Potency, µM (series often up to 57.1 µM), inactives show at the highest dose activity change, negative = inhibition, most hits filed as inhibitors. AID 2147. JMJD2E catalytic domain, FDH-coupled NADH fluorescence (FDH is formaldehyde dehydrogenase); active = well fitted inhibition curve with a large enough effect, not every such curve was filed as active; inconclusive = small, poorly fitted or top-dose-only effect, or another doubt; inactive = no such curve, though single readings can be large or run the other way;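 also: 0% = wells with enzyme and -100% = buffer wells without enzyme; nearly all actives have a fitted effect of over 50% in size; many of its hits are not listed in these tables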
RGS12 GoLoco inh: inhibitors of human Gai1-RGS12 GoLoco interaction (red fluorophore); P63096; Gai1:RGS12 GoLoco peptide FP, rhodamine, 10 min; Potency, µM (titrated, usually from 61.6 µM), inactives show top-dose activity, negative = inhibition, most hits filed as inhibitors; actives 0.44% (n = 230,000); AID 880; active = well fitted inhibition curve with a large enough effect, not every such curve was filed as active; inactive = no such curve, though single readings can be large or run the other way; also: % is scaled to controls: 0 for no effect and ±100 for the full control effect; nearly all actives have a fitted effect of over 30% in size; many of its hits are not listed in these tables
Epigenetic derep: epigenetic control regulation, reporter derepression; murine LDR cells, GFP reporter derepression, 30 h; Potency, µM (titrated, usually from 53.9 µM), inactives show at the highest dose GFP activation, most hits filed as activators; AID 1865; actives 0.2% (n = 280,000); also: % of control where 0% means no effect; nearly all actives have a fitted effect of over 60% in size
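Murine LDR cells bearing a silenced CMV-driven GFP reporter were exposed to compound for 30 h at 37 C. After PBS washes, GFP-positive cells (20-120 um objects) counted by laser-scanning microplate cytometry.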
IMPase Li inh: membrane-permeable IMPase blocker, potentiated with lithium; CHO-M1 cells, IP1 TR-FRET (IP-One), carbachol + lithium; Potency, µM (top dose mostly 59.4 µM), without a hit: at the top dose activity, negative = IMPase inhibition, hits mostly inhibitors; actives 0.35% (n = 210,000); AID 1457;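 also: IP1 builds up when IMPase is blocked and the TR-FRET signal falls; plate controls were basal vehicle for no effect and high inhibitor control for full effect; nearly all actives have a fitted effect of over 50% in size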
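Test compounds were applied to CHO-M1 cells previously cultured for 16–30 h at 2000 per well. A small lithium amount accompanied them; after 30 min at 37C, IP1 was quantified by TR-FRET.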
Luc counter: blocks Kinase-Glo luciferase, a counter-screen artifact; Q27757; Kinase-Glo luciferase, ATP luminescence, 8 min; Potency, µM (highest dose often 38.3 µM), for inactives: at the highest dose activity change, negative = inhibition, most hits filed as inhibitors; actives 0.28% (n = 200,000); AID 1379; also: % is scaled to controls: 0 for no effect and ±100 for the full control effect; nearly all actives have a fitted effect of over 60% in size
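Compounds were added to a substrate mix at pH 7.2 (50 mM imidazole, 10 uM ATP, within the enzyme's linear range), followed by Kinase-Glo detection reagent; luminescence was measured after 8 minutes at ambient temperature.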
* = called active by the depositor; & = joins results of further samples; [ ] = dose if it differs, or a comment. Unless noted, calls follow the shape of the dose curve; as a rule, active = well fitted curve in the direction sought with a large enough effect; inconclusive = small, poorly fitted or top-dose-only effect, or another doubt; inactive = no such curve, though single readings can be large; an effect the other way counts as inactive or inconclusive. Potency is read from the fitted curve at half-maximal effect. This is a subset (hit frequency here may not be typical).

O=C(Nc1ccccc1N1CCN(c2ccc(F)cc2)CC1)c1ccccc1 was read as RECQ1 helicase 2%, SMN2 splice enh inconclusive, NPSR antag inconclusive, JMJD2E inh 3%, RGS12 GoLoco inh 48%, Epigenetic derep -2.2%, IMPase Li inh 41%[activator][38.3 µM] and Luc counter -2%.
Screening O=c1cc(O)nc(SC23CC4CC(CC(C4)C2)C3)[nH]1 returned RECQ1 helicase -15%, SMN2 splice enh -2%, NPSR antag -11%[46.1 µM], JMJD2E inh 6%, RGS12 GoLoco inh -6%, Epigenetic derep -0.7%, IMPase Li inh -12%[38.3 µM] and Luc counter -1%.
`CC(=O)N1CCCC1(C(=O)O)c1ccccc1` (stereo unspecified) gave RECQ1 helicase inactive, NPSR antag -6%, JMJD2E inh 0%, RGS12 GoLoco inh -6% and Epigenetic derep 0.1%.
For Cc1cc(C(=O)N/N=C/c2cccc([N+](=O)[O-])c2)c(C)n1-c1ccccc1 the results were RECQ1 helicase -4%, SMN2 splice enh 10µM*, NPSR antag -30%, JMJD2E inh -9%, RGS12 GoLoco inh 15%, Epigenetic derep 0.0%, IMPase Li inh 6% and Luc counter -2%.
`COc1cc(C(=O)NCc2ccc(-n3cccc3)cc2)cc(OC)c1OC` gave RECQ1 helicase 0%, SMN2 splice enh 5%, NPSR antag 11%, JMJD2E inh -1%, RGS12 GoLoco inh 7%, Epigenetic derep 0.2%, IMPase Li inh 3% and Luc counter 1%.
Screening COc1ccc(/C=N/Nc2nc(=O)[nH]nc2C)cc1OC returned RECQ1 helicase -5%, NPSR antag -10%, JMJD2E inh -8%, RGS12 GoLoco inh 6% and Epigenetic derep 3.1%.
`Cc1c(NC(=O)c2nn3c(C(F)(F)F)cc(-c4ccccc4)nc3c2Br)c(=O)n(-c2ccccc2)n1C` gave RECQ1 helicase 0%, SMN2 splice enh 2%, NPSR antag -6%, JMJD2E inh -25%, RGS12 GoLoco inh -4%, Epigenetic derep 5.6%, IMPase Li inh 2% and Luc counter -1%.
For O=S(=O)(NCc1ccccc1)c1ccc(S(=O)(=O)N(Cc2cccs2)CC2CCCO2)cc1 (stereo unspecified) the results were RECQ1 helicase inactive, SMN2 splice enh 21%, NPSR antag -16%[46.1 µM], JMJD2E inh 0%, RGS12 GoLoco inh -2%, Epigenetic derep -1.0%, IMPase Li inh 30%[38.3 µM] and Luc counter -3%.
`COc1ccc(NC(=O)c2ccccc2CC[N+](=O)[O-])cc1` gave RECQ1 helicase 2%, SMN2 splice enh 11%, NPSR antag 18%, JMJD2E inh -9%, RGS12 GoLoco inh 10%, Epigenetic derep -0.4%, IMPase Li inh 7% and Luc counter -2%.
O=C(O)c1cccnc1-c1ncccc1C(=O)O was read as RECQ1 helicase 7%, SMN2 splice enh -4%, NPSR antag 5%[46.1 µM], JMJD2E inh inconclusive, RGS12 GoLoco inh -9%, Epigenetic derep -1.1%, IMPase Li inh -4%[38.3 µM] and Luc counter 1%.
Cc1nn(C)c(C)c1NC(=O)c1ccc(Cl)cc1 was read as RECQ1 helicase -1%, SMN2 splice enh 4%, NPSR antag -12%[46.1 µM], JMJD2E inh 1%, RGS12 GoLoco inh 1%, Epigenetic derep -1.5%, IMPase Li inh 23%[38.3 µM] and Luc counter 16%.
`COc1ccc(CCNC(=O)c2nnn(-c3cccc(C)c3)c2N)cc1OC` gave RECQ1 helicase 12%, SMN2 splice enh -11%, NPSR antag -7%[46.1 µM], JMJD2E inh 4%, RGS12 GoLoco inh 8%, Epigenetic derep 1.2%, IMPase Li inh 10%[38.3 µM] and Luc counter -2%.
For CC1CC(C)CN(C(=O)c2ccc3c(c2NCCO)C(=O)c2ccccc2C3=O)C1 (stereo unspecified) the results were RECQ1 helicase -12%, SMN2 splice enh -10%, NPSR antag -21%[46.1 µM], JMJD2E inh -8%, RGS12 GoLoco inh 234%[activator], Epigenetic derep -1.0%, IMPase Li inh 14%[38.3 µM] and Luc counter -16%.
Cc1cccc(C)c1NC(=S)N/N=C/c1c(Cl)cccc1Cl was read as RECQ1 helicase 5%, SMN2 splice enh -4%, NPSR antag -19%, JMJD2E inh -2%, RGS12 GoLoco inh -5%, Epigenetic derep 6.9%, IMPase Li inh 7% and Luc counter -4%.
Screening CC1(C)CC(=O)C(=Cc2cn(CCC#N)nc2-c2ccc(Cl)cc2)C(=O)C1 returned RECQ1 helicase 5%, SMN2 splice enh 13%, NPSR antag -15%, JMJD2E inh -3%, RGS12 GoLoco inh 3%, Epigenetic derep -1.5%, IMPase Li inh 1% and Luc counter 0%.
Screening COc1ccc(CCNC(=O)Cc2cccs2)cc1OC returned RECQ1 helicase inactive, NPSR antag -9%, JMJD2E inh 6%, RGS12 GoLoco inh 27%, Epigenetic derep -6.3%, IMPase Li inh 4% and Luc counter -4%.
O=[N+]([O-])c1ncn(C23CC4CC(CC(C4)C2)C3)n1 was read as RECQ1 helicase -1%, NPSR antag 4%, JMJD2E inh 3%, RGS12 GoLoco inh -4% and Epigenetic derep -1.0%.
Screening C=CCOC(=O)C1=C(C)NC(=O)NC1/C=C/c1ccccc1OC (stereo unspecified) returned RECQ1 helicase -4%, SMN2 splice enh 13%, NPSR antag 12%, JMJD2E inh 7%, RGS12 GoLoco inh 6%, Epigenetic derep -1.5%, IMPase Li inh 8% and Luc counter -3%.
Screening CCC/C(=N\NC(=O)CNC(=O)/C=C/c1ccco1)c1ccccc1 returned RECQ1 helicase 3%, SMN2 splice enh 5%, NPSR antag -17%[46.1 µM], JMJD2E inh -1%, RGS12 GoLoco inh -28%, Epigenetic derep -1.1%, IMPase Li inh -3% and Luc counter 3%.
Screening CCN(CC)Cc1c[nH]c2c(C(=O)OC)cccc12 returned RECQ1 helicase -5%, SMN2 splice enh 23%, NPSR antag 11%[46.1 µM], JMJD2E inh inconclusive, RGS12 GoLoco inh 19%, Epigenetic derep 8.2%, IMPase Li inh 16% and Luc counter 3%.
For COC(=O)NNC(=S)Nc1cc(OC)ccc1OC the results were RECQ1 helicase inactive, SMN2 splice enh -7%, NPSR antag -5%[46.1 µM], JMJD2E inh -9%, RGS12 GoLoco inh -9%, Epigenetic derep 1.5%, IMPase Li inh -15%[38.3 µM] and Luc counter 2%.
For Cc1cc(C(=O)N2CCC(C(=O)O)CC2)c(C)o1 the results were RECQ1 helicase -2%, NPSR antag -12%, JMJD2E inh 2%, RGS12 GoLoco inh 6% and Epigenetic derep -0.3%.
For Cn1c(=O)n(C)c2cc(/C=C(/C#N)C(=O)NCc3ccco3)ccc21 the results were RECQ1 helicase -8%, NPSR antag -17%, JMJD2E inh inconclusive, RGS12 GoLoco inh 13%, Epigenetic derep -4.6%, IMPase Li inh 12% and Luc counter 1%.
For O=C(O)COc1ccccc1/C=N/NC(=O)c1cc(-c2ccc(F)cc2)nc2ccccc12 the results were RECQ1 helicase -5%, SMN2 splice enh -1%, NPSR antag 9%, JMJD2E inh -21%, RGS12 GoLoco inh -2%, Epigenetic derep -1.1%, IMPase Li inh -2% and Luc counter -4%.
`CCOC(=O)N1CCC(Nc2ccc3nnc(-c4ccccc4)n3n2)CC1` gave RECQ1 helicase -4%, SMN2 splice enh 17%, NPSR antag -26%[46.1 µM], JMJD2E inh -9%, RGS12 GoLoco inh -2%, Epigenetic derep -0.2%, IMPase Li inh 16%[38.3 µM] and Luc counter 18%.
COC(=O)[C@@]1(Cc2ccc(OC)cc2)[C@H]2c3cc(C(=O)N(C)C)n(Cc4cc(F)c(F)c(F)c4)c3C[C@H]2CN1C(=O)c1ccccc1 was read as RECQ1 helicase inactive, SMN2 splice enh -25%, JMJD2E inh -12%, RGS12 GoLoco inh -3%, Epigenetic derep -2.5%, IMPase Li inh 24% and Luc counter -1%.
CN1CCN(C(=O)C2=C[C@@H](c3ccc(C(F)(F)F)cc3)C[C@@H](OCCCCO)O2)CC1 was read as RECQ1 helicase -8%, NPSR antag 3%, JMJD2E inh 2%, RGS12 GoLoco inh 6%, Epigenetic derep 1.1% and IMPase Li inh -3%.
`Cc1cccc(NC(=O)Cc2noc3ccccc23)c1C` gave RECQ1 helicase -4%, SMN2 splice enh 17%, NPSR antag 6%, JMJD2E inh -7%, RGS12 GoLoco inh 4%, Epigenetic derep 1.6%, IMPase Li inh -7% and Luc counter -4%.
O=C(NNc1nc2cc3c(cc2s1)OCO3)c1ccc(F)cc1 was read as RECQ1 helicase -3%, SMN2 splice enh 20%, NPSR antag 5%, JMJD2E inh -7%, RGS12 GoLoco inh -21%, Epigenetic derep 4.4%, IMPase Li inh 7% and Luc counter 1%.
For CCc1cccc(C)c1NC(=O)CSc1nnc(CCCOc2ccc(Cl)cc2Cl)n1C the results were RECQ1 helicase -3%, SMN2 splice enh -60%[inhibitor], NPSR antag -19%, JMJD2E inh 6%, RGS12 GoLoco inh 6%, Epigenetic derep 1.1%, IMPase Li inh 10% and Luc counter 0%.
Cc1ccccc1C(=O)c1cccn1CC(=O)N1CCCCCC1 was read as RECQ1 helicase inactive, NPSR antag -16%[46.1 µM], JMJD2E inh inconclusive and Epigenetic derep -1.1%.
Screening Cc1cc(NS(=O)(=O)c2ccc(NC(=O)/C=C/c3ccc(C)o3)cc2)nc(C)n1 returned RECQ1 helicase -12%, NPSR antag 3%, JMJD2E inh inconclusive, RGS12 GoLoco inh -1% and Epigenetic derep 0.5%.
CN1CCC(=C2c3ccccc3C=Cc3ccccc32)CC1 was read as RECQ1 helicase 3%, SMN2 splice enh -20%, NPSR antag -52%, JMJD2E inh -12%, RGS12 GoLoco inh 12%, Epigenetic derep -1.1%, IMPase Li inh 27%&23%&24%&18%&11% and Luc counter -3%.
O=C(NC(=S)Nc1ccc(N2CCOCC2)cc1)c1cccc([N+](=O)[O-])c1 was read as RECQ1 helicase -2%, SMN2 splice enh -1%, NPSR antag -4%, JMJD2E inh 0%, RGS12 GoLoco inh -5%, Epigenetic derep 0.9%, IMPase Li inh 3% and Luc counter -1%.
`NCOC(=O)Cc1ccc(Br)cc1` gave SMN2 splice enh -8%[9.22 µM], RGS12 GoLoco inh 9%[14.2 µM], IMPase Li inh -3% and Luc counter -2%[7.66 µM].
